Assay outcomes: PubChem BioAssay, several laboratories
BaF3 tox – parental Ba/F3 viability inhibition as JAK2V617F counter-screen. CellTiter-Glo ATP luminescence. inhibition, % at 5.6 µM. 220,000 tested, 1.1% active;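 active = inhibition above a per-campaign cutoff, the mean inhibition of all tested compounds plus 3 SD, cut at about 27% in these data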;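 note: 0% = DMSO wells and 100% = JAK Inhibitor I control wells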
PERK inh – human PERK inhibition, primary cell-based screen; CHO PERK-DD fusion, SEAP luminescence translation reporter; AID 1416; inhibition, % at 5.6 µM; 220,000 tested, 0.17% active;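 active = inhibition above the mean inhibition of all tested compounds plus 3 SD, set separately per screening campaign, cut at about 2.9% in these data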;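 note: PERK kinase domain activated by AP20187 dimerizer at 100 nM; 0% = DMSO with dimerizer and 100% = rapamycin at 8.4 µM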
MDM2 E3 inh – Mdm2 E3 ligase (human) inhibition; Q00987; cell-based MDM2 ubiquitination luciferase reporter, 2 h; 0 = plate control, 100 = twice control, blank-subtracted; signal enhancement, % at 5 µM; 210,000 tested, 0.11% active; AID 1230;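 active = signal enhancement of 30% or more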;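 note: luminescence tracks abundance of the self-degrading MDM2-luciferase fusion protein; higher signal means inhibition of MDM2 E3 ligase activity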
Target sequence (Q00987 whole entry, looked up, the tested form may be a part): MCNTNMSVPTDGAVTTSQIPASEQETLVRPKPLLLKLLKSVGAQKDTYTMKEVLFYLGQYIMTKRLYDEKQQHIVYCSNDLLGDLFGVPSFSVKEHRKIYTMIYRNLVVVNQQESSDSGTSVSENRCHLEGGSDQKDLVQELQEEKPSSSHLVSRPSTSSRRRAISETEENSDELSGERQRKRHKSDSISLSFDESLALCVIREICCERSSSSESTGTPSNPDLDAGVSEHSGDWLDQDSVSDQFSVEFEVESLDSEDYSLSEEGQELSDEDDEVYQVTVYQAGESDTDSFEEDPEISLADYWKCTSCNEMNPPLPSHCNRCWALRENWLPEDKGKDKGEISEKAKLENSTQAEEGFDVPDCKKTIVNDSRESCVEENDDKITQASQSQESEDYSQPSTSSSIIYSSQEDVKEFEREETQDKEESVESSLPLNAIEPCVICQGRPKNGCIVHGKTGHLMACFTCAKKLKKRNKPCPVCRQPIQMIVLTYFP
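Timing – 2 h compound exposure at 37 °C · Assay system – mammalian cells stably expressing self-ubiquitinating, self-degrading MDM2 E3–luciferase fusion · Amount – 2000 cells seeded into each well · Measure – % luminescence enhancement versus blank-corrected plate control mean · Measured by – SteadyLite luminescence, 15 min reagent step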
NPY2 pot ag – potentiates or activates human NPY-Y2 receptor | P49146 | cells expressing NPY-Y2, potentiator/agonist read-out | activation, % at 3.6 µM | 220,000 tested, 0.45% active | AID 1359; in the data active = activation above about 27%;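 note: cells stimulated with NPY near EC25 plus isoproterenol at EC100; 0% = vehicle plus submaximal agonist and 100% = vehicle plus saturating agonist; some results beyond the cut were filed as inactive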
Target sequence (P49146 whole entry, looked up): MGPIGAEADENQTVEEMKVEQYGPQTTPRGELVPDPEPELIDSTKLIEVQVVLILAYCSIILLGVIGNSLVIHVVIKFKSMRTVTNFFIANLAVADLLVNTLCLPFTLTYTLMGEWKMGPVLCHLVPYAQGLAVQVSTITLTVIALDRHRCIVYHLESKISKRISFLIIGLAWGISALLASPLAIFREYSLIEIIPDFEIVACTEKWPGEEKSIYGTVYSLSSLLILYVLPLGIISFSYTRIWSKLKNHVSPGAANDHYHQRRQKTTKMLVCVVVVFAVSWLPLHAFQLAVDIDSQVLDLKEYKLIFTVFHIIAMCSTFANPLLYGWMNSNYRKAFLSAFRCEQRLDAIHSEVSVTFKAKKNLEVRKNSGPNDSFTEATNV
Ba/F3 V617F tox – lowers viability of Ba/F3 cells expressing EpoR and JAK2V617F; ATP luminescence; inhibition, % at 5.6 µM; 220,000 tested, 1.1% active; AID 1446;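 active = inhibition above the campaign mean plus 3 SD over all tested compounds, cut at about 24% in these data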;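 note: cytokine-independent growth of Ba/F3 cells driven by EpoR plus mutant JAK2; 0% = DMSO-treated cells and 100% = JAK inhibitor I control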
Wee1 stabilizer – inhibitors of human Wee1 degradation. reporter increase, % at 5 µM. HeLa Luc-Wee1K328M stability, luciferase luminescence; 100% = proteasome inhibitor MG132 effect. 220,000 tested, 1.2% active. P30291;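 active = activation above the mean of all tested compounds plus 3 SD, set per screening run, cut at about 8.8% in these data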;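 note: cells exposed to compound for 20 h before luminescence read; 0% = DMSO alone and 100% = MG132 at 30 µM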
S1P4 antag – human S1P4 receptor antagonism; O95977; S1P4-expressing cells, antagonist mode, reporter read-out; inhibition, % at 4.98 µM; 220,000 tested, 0.26% active; in the data active = inhibition above about 29%;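 note: 0% = wells stimulated with agonist and 100% = vehicle wells without agonist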
eIF4E-4G inh – inhibitors of eIF4E and eIF4G interaction in translation initiation. 220,000 tested, 0.37% active. AID 782. TR-FRET eIF4E-eIF4GI(517-606) binding, 2 h. inhibition, % at 21.7 µM;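 active = inhibition above about 30%, limit read from the data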;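 note: 0% = full FRET control wells and 100% = background wells lacking eIF4GI fragment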
S1P4 ag – agonists of human S1P4 receptor; S1P4-expressing cell line, agonist reporter assay; activation, % at 4.98 µM; 220,000 tested, 0.35% active; in the data active = activation above about 11%;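 note: 0% = DMSO vehicle and 100% = reference agonist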
* marks the source's active call; other numbers are inactive results; nt = not tested or not shown; [ ] = another dose, or the depositor's remark.

Values run as follows: NPY2 pot ag, eIF4E-4G inh, BaF3 tox, S1P4 ag, MDM2 E3 inh, Wee1 stabilizer, Ba/F3 V617F tox, PERK inh, S1P4 antag
- Cc1ccccc1/C=N/Nc1ccc(Cl)nn1
  -9, 3, 2, 0.6, 1, 8, -3, -0.1, 13
- COc1ccc(NC(=S)N(CCCN2CCC(C)CC2)Cc2cccs2)cc1
  8, 3, 13, 0.2, -6, -2, 0, 0.6, -3
- CC(C)(C)OC(=O)NCc1n[nH]c(=S)n1C1CC1
  3, 8, 0, 0.3, -23, -3, 4, -0.5, 2
- COCC(=O)Nc1ccc(C(C)C)cc1
  15, -6, -3, -2.8, -6, 3, -3, 0.6, 23
- Cc1cccc(NC(=O)Cn2cnc3c(oc4nc5c(cc43)COC(C)(C)C5)c2=O)c1
  3, -3, 3, 3.5, -5, -2, 0, 0.6, -17
- Cc1ccc(-n2nc(C)c3c2OC(N)=C(C#N)C3c2ccncc2)cc1 (stereo not drawn)
  10, 2[fluorescence artefact?], 10, 0.1, -10, -2, -2, 0.5, -17
- CC(C)Cc1nnc(NC(=O)CS(=O)(=O)Cc2ccccc2)s1
  5, 3[fluorescence artefact?], 8, 0.4, -12, 2, 4, 0.3, -13
- Cc1c(C(=O)NCCSc2ccc(Cl)cc2)cccc1[N+](=O)[O-]
  0, -3, 3, -2.8, nt, 1, -4, 0.3, -15
- Cc1ccc(C(=O)N(Cc2cccnc2)Cc2cc3cc(C)ccc3n3nnnc23)cc1
  0, 2, 1, 0.2, -5, 2, -1, -0.6, -12
- CCN(CC)CCOCCOc1cc(C)c(Cl)c(C)c1
  -22, -2, 3, 1.8, -20, 1, 1, -1.0, -1
- COc1cccc(C(=O)Cn2c(N3CCOCC3)nc3c2c(=O)n(C)c(=O)n3C)c1
  6, -2[fluorescence artefact?], 7, -0.7, -19, -3, 0, -0.5, -11
- C=C1C(C(=O)Nc2ccc(OCC)cc2)C1C(=O)Nc1ccc(OCC)cc1 (stereo not drawn)
  -19, -3, 7, 0.5, 11, 1, 4, -1.3, -6
- O=S(=O)(c1ccccc1)N1CCN(C2CCN(Cc3ccccc3)CC2)CC1
  3, -2, 7, 0.6, -1, 1, 0, -0.9, -3
- C=CCn1c(COc2ccccc2F)nnc1SCCN1C(=O)c2ccccc2C1=O
  5, 9[fluorescence artefact?], -2, -1.6, 21, -1, -3, -0.4, -6
- CC(C)CN(CC(C)C)CC(O)COc1ccc([N+](=O)[O-])cc1 (stereo not drawn)
  -9, -4, 2, -1.7, 4, 2, -3, -0.1, -4
- COc1cccc(CNC(=O)c2nnn(-c3ccc(OC(F)(F)F)cc3)c2N)c1
  4, -11, 4, 0.1, -21, -1, 1, 0.0, 0
- CCSc1nnc(NC(=O)C(C)C)s1
  4, -2, 11, 1.7, -8, 2, 0, 1.6, -3
- COc1ccc(OCCCON2C(=O)c3ccccc3C2=O)cc1
  2, -3, 1, 8.8, 2, -1, 2, 0.8, -12
- CCCNC(=O)CN1C(=O)NC(CCc2ccccc2)C1=O (stereo not drawn)
  2, -2, 4, -1.2, 8, 7, 0, 1.2, -12
- CC(C)(C)c1ccc(NC(=O)COc2ccc(-n3ccnc3)cc2)cc1
  -3, -1, 4, 2.1, -42, 2, -2, -1.2, 2
- CN(C)CCNC(=O)C(C(=O)c1ccc(F)cc1)n1ccccc1=O (stereo not drawn)
  -4, 7[fluorescence artefact?], 4, 0.3, -22, -1, 6, 0.6, 0
- O=C(c1ccc([N+](=O)[O-])cc1)N1CCN(Cc2ccccc2[N+](=O)[O-])CC1
  4, 3, 5, -0.8, 6, -3, -1, 0.8, -4
- CC1(C)C/C(=C(/C#N)C(N)=O)CCO1
  3, 3, 2, 2.2, nt, 0, -1, 1.2, 14
- C/C=C/c1ccc(OCc2cc(=O)n3cc(C)ccc3n2)c(OC)c1
  -12, 0, -2, 1.4, -5, -3, -1, 0.1, 6
- CCc1c(C(=O)NNC(=S)NCc2ccccc2)csc1C
  0, -4, 7, -0.1, -11, 2, -1, 0.4, -6
- COCC(=O)N/N=C/c1c(C)[nH]n(-c2ccccc2)c1=O
  3, 3, 7, -0.6, -17, -2, 1, 0.4, -4
- CC1CN=C2C(C(=O)Nc3ccccc3)=C(O)CC(c3ccccc3)N21 (stereo not drawn)
  8, -2, 8, -0.7, 3, -2, 4, -0.7, -19
- Nc1c(N(CCO)C(=O)/C=C/c2ccco2)c(=O)[nH]c(=O)n1Cc1ccccc1
  10, 0, -3, 1.8, -18, -2, -4, 1.6, 4
- O=C1C2CCCN2C(=O)N1CCCN1CCN(c2cccc(Cl)c2)CC1 (stereo not drawn)
  -8, 19, 6, 1.0, 1, -2, -3, 0.4, -7
- O=C(CSc1nnc(C2CC2)n1-c1ccccc1)Nc1ccc(N2CCOCC2)cc1
  11, 14, 0, 1.2, -21, 0, 0, -3.1, 11

Some of the entries so far, as tab-separated lines:
Structure	NPY2 pot ag	eIF4E-4G inh	BaF3 tox	S1P4 ag	MDM2 E3 inh	Wee1 stabilizer	Ba/F3 V617F tox	PERK inh	S1P4 antag
Cc1ccccc1/C=N/Nc1ccc(Cl)nn1	-9	3	2	0.6	1	8	-3	-0.1	13
COc1ccc(NC(=S)N(CCCN2CCC(C)CC2)Cc2cccs2)cc1	8	3	13	0.2	-6	-2	0	0.6	-3
CC(C)(C)OC(=O)NCc1n[nH]c(=S)n1C1CC1	3	8	0	0.3	-23	-3	4	-0.5	2
COCC(=O)Nc1ccc(C(C)C)cc1	15	-6	-3	-2.8	-6	3	-3	0.6	23
Cc1cccc(NC(=O)Cn2cnc3c(oc4nc5c(cc43)COC(C)(C)C5)c2=O)c1	3	-3	3	3.5	-5	-2	0	0.6	-17
Cc1ccc(-n2nc(C)c3c2OC(N)=C(C#N)C3c2ccncc2)cc1 (stereo not drawn)	10	2[fluorescence artefact?]	10	0.1	-10	-2	-2	0.5	-17
CC(C)Cc1nnc(NC(=O)CS(=O)(=O)Cc2ccccc2)s1	5	3[fluorescence artefact?]	8	0.4	-12	2	4	0.3	-13
Cc1c(C(=O)NCCSc2ccc(Cl)cc2)cccc1[N+](=O)[O-]	0	-3	3	-2.8	nt	1	-4	0.3	-15
Cc1ccc(C(=O)N(Cc2cccnc2)Cc2cc3cc(C)ccc3n3nnnc23)cc1	0	2	1	0.2	-5	2	-1	-0.6	-12

Continuation.
Values run as follows: NPY2 pot ag, eIF4E-4G inh, BaF3 tox, S1P4 ag, MDM2 E3 inh, Wee1 stabilizer, Ba/F3 V617F tox, PERK inh, S1P4 antag
- CN(C)CCCNc1nc2sc3c(c2c(=O)n1CCc1ccccc1)CCCCC3
  19, 5, 6, -0.1, -11, 1, 3, 0.2, 6
- CCOC(=O)CC(NC(=O)Cn1nnc(-c2ccccc2F)n1)c1ccc(OC)cc1 (stereo not drawn)
  -9, -9, 7, -0.3, -20, -1, 1, 0.1, 13
- CCOC(=O)CNC(=O)C12CC3CC(C1)CC(c1ccc(C)cc1)(C3)C2
  9, -1, -1, 0.9, -9, 4, -4, 0.6, -26
- COc1cc(/C=N/Nc2nn3cnnc3c3ccccc23)ccc1O
  -16, -4, 5, 0.3, -58, -3, 9, 0.1, -2
- N#Cc1nc(N2CCOCC2)nc(N2CCOCC2)n1
  -6, 0, 3, 2.8, -13, -1, -1, 0.1, -1
- CCc1nc2ccccc2c(C(=O)NCc2ccc(OC)cc2)c1C
  -6, -3, 8, 0.8, -4, 4, -1, 0.2, 14
- O=C(NC(=S)Nc1ccc(Cl)cn1)c1cccs1
  5, -1, 9, 2.2, 1, 2, 2, 1.2, 12
- CCCSC1=C(C#N)C(c2cccs2)CC(=O)N1 (stereo not drawn)
  3, -2, 0, -0.7, -7, 1, 0, 0.2, 5
- CCC(=O)Nc1nc(=S)ss1
  -5, -1, 3, 0.9, 5, 2, -3, 1.1, -3
- COC(=O)Cc1c(C)nc2nc(NCc3ccccc3OC)[nH]n2c1=O
  -9, 3, 2, -1.0, -4, 2, 0, -1.1, -10
- COC(=O)c1nnn(-c2ccccc2)c1N
  0, 1[fluorescence artefact?], 0, 1.6, 7, 4, -3, 0.8, 0
- O=C(NCc1ccco1)c1ccccc1-c1ccc(C(F)(F)F)cc1
  -7, 0, 3, -1.6, -5, -2, 5, -1.0, -5
- C/C=C/c1ccc(OCC(=O)Nc2ccc(OC)c(OC)c2)c(OC)c1
  -7, -1, 5, -0.7, 4, 1, 3, 0.6, -2
- CCCCNC(=O)CNC(=S)N(Cc1ccccc1)Cc1cccs1
  0, -4, 9, -0.6, -1, 1, 5, -0.4, 7
- COCCn1c(=S)[nH]c2cc(C(=O)NC(C)C)ccc2c1=O
  -7, 4, 0, 0.1, -17, -2, -5, 0.3, -6
- Cc1oc(-c2cccs2)nc1CS(=O)CC(=O)NCCCN1CC(C)CC(C)C1 (stereo not drawn)
  -2, 0, -2, -6.5, -10, -3, -4, 0.1, -4
- C/C=C/C(=O)OCC(=O)Nc1ccc(F)cc1Cl
  -14, -12, -1, 0.2, -15, -4, 4, 0.2, -2
- COc1cccc(-n2c(C)n[nH]c2=O)c1
  9, -5, 7, -2.4, -11, 0, -1, 0.9, -2
- Cc1cc2cc(CNC(=O)CCC(=O)O)ccc2[nH]1
  5, 3, 0, -0.1, 4, 5, -1, 1.2, 14
- CCOC(=O)CNC(=O)Cn1cnc2ccc(S(=O)(=O)N3CCC(C)CC3)cc2c1=O
  1, 2[fluorescence artefact?], 9, -0.8, -4, 1, -3, 0.2, -3
- CC(C)(C)C(=O)NC(=S)Nc1sc2c(c1C(N)=O)CCC2
  -4, 3, -5, -1.6, -11, -2, -2, 2.1, 1
- Cc1ccc(-c2nn(-c3ccccc3)cc2C2CC(c3ccccc3)=NN2C(=O)CCC(=O)O)cc1 (stereo not drawn)
  5, 0, -1, 0.2, -26, 0, -4, -0.4, -8
- CS(=O)(=O)N(CC(=O)NCC1CCCO1)c1cccc([N+](=O)[O-])c1 (stereo not drawn)
  1, 4, 1, 1.3, -8, 2, -3, -0.1, -6
- O=C(COc1ccc2c(c1)CCC2)N1CCc2ccccc21
  -24, -2, 4, -1.7, 3, -1, -2, -0.1, -16
- Clc1cc(Cl)c2nc(N3CCCC3)sc2c1
  0, nt, 1, 0.0, nt, 4, 1, -0.2, -6
- CCOC(=O)N1CCC(Nc2c(NCCCN3CCN(CC)CC3)c(=O)c2=O)CC1
  2, 3[fluorescence artefact?], 0, 0.8, -17, 3, -4, 0.7, 4
- Cc1ccc(CN2CN(S(=O)(=O)c3cccs3)c3nc4ccccc4nc32)cc1
  5, 3, 3, -0.1, -25, 0, -2, -0.8, -16
- OCC(Cc1ccccc1)NCc1ccccc1C(F)(F)F (stereo not drawn)
  -5, -13[fluorescence artefact?], 17, -0.2, -49, -1, 4, 0.1, -3
- CC(C)CCNC(=O)CN(C(=O)CCC(=O)Nc1ccccn1)c1ccc(F)c(Cl)c1
  17, 3, 5, -0.5, -13, 1, -3, 0.3, 1
- O=C(CP(=O)(c1ccccc1)c1ccccc1)Nc1nc2ccccc2s1
  4, 0, 1, 2.1, -2, -2, -1, -2.2, -7
- C=C(CC1([C@@H](NP(=O)(c2ccccc2)c2ccccc2)[C@H]2C[C@@H]2CCCC)CC1)c1ccccc1
  3, 5, 5, 0.1, nt, 2, 2, 0.5, 19
